FLuc counter – counter-screen for miR-21 project: firefly luciferase inhibitors or activators; P08659; purified FLuc, Km substrates, luminescence inhibition; Potency, µM (doses to about 57.5 µM), for the others: top-dose activity change, negative = inhibition, actives largely listed as inhibitors; 360,000 compounds, 6.9% hits; AID 588342;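 also: plate controls were vehicle for no effect and reference inhibitor for full effect; nearly all actives have a fitted effect of over 55% in size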
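Purified P. pyralis luciferase (10nM final) with 10uM D-luciferin and 10uM ATP (Km levels) in 50mM Tris acetate pH 7.5, 10mM Mg acetate, 0.01% Tween-20, 0.05% BSA; qHTS 6-point titration, ~60 µM downward; luminescence read.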
Rab9 prom act – Rab9 promoter activation; Huh7 Rab9 promoter-luciferase reporter, luminescence, 24 h; Potency, µM (highest dose often 9.22 µM), without a hit: top-dose activation, negative = inhibition, usual class: activators; 320,000 compounds, 2.8% hits; also: % of control where 0% means no effect; nearly all actives have a fitted effect of over 60% in size
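Huh7 cells stably carrying Rab9 promoter–luciferase reporter, plated 1500 cells/well, compound added after 2 h and incubated 24 h at 37 °C; luciferase luminescence then read after 10 min with detection reagent.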
BRCA1 expr act – activators of BRCA1 expression | AID 624202 | MCF7-BRCA1-FFLuc reporter, luminescence, 48 h; response scale: scaled: vehicle 0%, 10 µM genistein 100% | Potency, µM (top dose mostly 46.1 µM), for the others: at the top dose activation, hits mostly activators | 380,000 compounds, 1.1% hits; also: nearly all actives have a fitted effect of over 80% in size; some results filed as inactive show a strong effect at the top dose
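MCF7-BRCA1-FFLuc cells, 2000/well in phenol-red-free MEM, attached 2 h then treated 48 h at 37 C. Luciferase luminescence read 15 min after reagent; normalized to genistein maximum activation (10microM) and DMSO, concentration-response fitted.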
RORg inh – ROR gamma (mouse) transcription inhibition; Drosophila S2 Gal4-RORgamma UAS-luciferase reporter, 20 h; Potency, µM (top dose mostly 53.6 µM), without a hit: top-dose activity change, negative = inhibition, usual class: inhibitors; 310,000 compounds, 5.4% hits; AID 2551; also: % is scaled to controls: 0 for no effect and ±100 for the full control effect; nearly all actives have a fitted effect of over 60% in size
Target sequence (P51450 whole entry, looked up, the tested form may be a part): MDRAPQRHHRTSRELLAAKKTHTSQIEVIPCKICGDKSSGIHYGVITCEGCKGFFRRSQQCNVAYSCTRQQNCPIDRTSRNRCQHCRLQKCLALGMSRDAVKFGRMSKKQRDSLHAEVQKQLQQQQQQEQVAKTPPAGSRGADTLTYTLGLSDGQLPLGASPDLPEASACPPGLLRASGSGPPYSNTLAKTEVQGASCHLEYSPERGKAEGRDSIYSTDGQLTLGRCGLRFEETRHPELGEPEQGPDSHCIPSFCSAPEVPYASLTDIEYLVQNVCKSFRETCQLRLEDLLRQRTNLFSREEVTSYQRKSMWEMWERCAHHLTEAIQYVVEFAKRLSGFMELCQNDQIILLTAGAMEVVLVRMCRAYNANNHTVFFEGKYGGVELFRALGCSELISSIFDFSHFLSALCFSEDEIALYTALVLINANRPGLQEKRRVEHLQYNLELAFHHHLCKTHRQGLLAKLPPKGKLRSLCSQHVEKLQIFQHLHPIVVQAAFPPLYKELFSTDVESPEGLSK
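Stable Schneider cell line, Gal4 DNA-binding domain fused to ROR gamma, UAS-luciferase. Cmpd 1 hr RT → CuSO4 700 uM final → 20 hr RT → luciferase reagent 10 min → luminescence.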
VP16 counter – inhibits Gal4-VP16 luciferase reporter, ROR gamma counter-screen | Drosophila S2 Gal4-VP16 UAS-luciferase, luminescence, 20 h | Potency, µM (highest dose often 53.6 µM), for the others: at the highest dose activity, negative = inhibition, usual class: inhibitors | 310,000 compounds, 3.5% hits | AID 2546;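 also: Gal4-VP16 expression switched on by copper sulfate through the metallothionein promoter; % is scaled to controls: 0 for no effect and ±100 for the full control effect; nearly all actives have a fitted effect of over 50% in size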
p53 reactivator – restores transcriptional activity of mutant p53 | H1299 p53-A138V BP100-luciferase reporter, luminescence, 24 h | Potency, µM (highest dose often 92.2 µM), inactives show at the highest dose activity change, positive = activation, usual class: activators | 320,000 compounds, 0.063% hits; also: % of control where 0% means no effect; nearly all actives have a fitted effect of over 45% in size
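p53-null H1299 cells stably carrying temperature-sensitive p53-A138V and a BP100-luciferase reporter were pinned with compounds (4-point, 1:5 series) and held 24 hrs at 37 deg C. Luminescence was read 10 min after detection reagent.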
ELG1 genotoxic – inducers of genotoxicity in HEK293T ELG1-luciferase cells | 330,000 compounds, 1.3% hits | AID 504466 | Potency, µM (top dose mostly 46 µM), inactives show at the highest dose activity change, positive = activation, most hits filed as activators | HEK293T ELG1-luciferase reporter, luminescence, 16 h; also: % of control where 0% means no effect; nearly all actives have a fitted effect of over 60% in size
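Screening used a luciferase reporter fused to human ELG1 in HEK293T cells. Luminescence was read on a CCD plate imager after 16 hr exposure and 30 min ONE-Glo incubation.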
NPC1 prom act – activates the NPC1 promoter; Huh7 NPC1 promoter luciferase reporter, 24 h; Potency, µM (titrated, usually from 9.22 µM), without a hit: at the highest dose activation, hits mostly activators; 320,000 compounds, 2.4% hits; AID 485313;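 also: % of control where 0% means no effect; nearly all actives have a fitted effect of over 60% in size; reporter is driven by a mutant NPC1 promoter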
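Luminescence from an NPC1 promoter-driven luciferase reporter in stably transfected Huh7 cells was measured after 24 h compound treatment at 37 °C, followed by 10 min ambient incubation with luciferase detection reagent.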
MBNL1 CUG block – inhibitors of human MBNL1 binding to CUG repeat RNA; Q9NR56; TR-FRET MBNL1-His/biotin-(CUG)12 binding, 665/545 ratio; Potency, µM (titrated, usually from 57.5 µM), for inactives: at the top dose activity change, negative = inhibition, hits mostly inhibitors; 280,000 compounds, 0.036% hits; AID 2675; active = well fitted inhibition curve with a large enough effect in the signal ratio, with a control signal flat, not every such curve was filed as active; inconclusive = small, poorly fitted or top-dose-only effect, or effect the other way, or a change in a side signal; inactive = no such curve, though single readings can be large or run the other way; the % refers to the signal ratio; also: % is scaled to controls: 0 for no effect and ±100 for the full control effect
Target sequence (Q9NR56 whole entry, looked up): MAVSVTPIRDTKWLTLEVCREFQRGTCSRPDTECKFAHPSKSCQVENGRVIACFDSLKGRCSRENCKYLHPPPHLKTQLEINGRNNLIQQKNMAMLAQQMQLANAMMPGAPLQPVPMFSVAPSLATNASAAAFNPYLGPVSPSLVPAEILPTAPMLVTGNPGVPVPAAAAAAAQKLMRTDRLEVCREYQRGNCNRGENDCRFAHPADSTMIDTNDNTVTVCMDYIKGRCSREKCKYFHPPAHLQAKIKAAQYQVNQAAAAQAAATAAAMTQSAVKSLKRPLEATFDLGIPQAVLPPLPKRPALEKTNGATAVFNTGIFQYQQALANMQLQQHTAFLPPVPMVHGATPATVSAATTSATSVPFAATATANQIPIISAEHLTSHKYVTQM
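Inhibition of protein-RNA binding appears as loss of TR-FRET between terbium anti-His antibody on MBNL1-His and streptavidin-XL665 on biotin-(CUG)12. Activity is normalized to buffer-only and uninhibited-complex controls.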
uPA surface inh – cell surface uPA generation inhibition; AID 540303; Potency, µM (doses to about 38.3 µM), without a hit: at the top dose activity change, negative = inhibition, usual class: inhibitors; 330,000 compounds, 0.31% hits; cell surface uPA generation assay, qHTS; active = well fitted inhibition curve with a large enough effect; inconclusive = small, poorly fitted or top-dose-only effect; inactive = no such curve, though single readings can be large or run the other way; tested in mouse RAW 264.7 cells; also: % is scaled to controls: 0 for no effect and ±100 for the full control effect; nearly all actives have a fitted effect of over 55% in size
Starred values were filed as active, the others as inactive; ? = inconclusive; nt = not tested or not shown; [ ] = remark or other dose. Unless noted, calls follow the shape of the dose curve; as a rule, active = well fitted curve in the direction sought with a large enough effect; inconclusive = small, poorly fitted or top-dose-only effect, or another doubt; inactive = no such curve, though single readings can be large; an effect the other way counts as inactive or inconclusive. Potency is read from the fitted curve at half-maximal effect. Random draw from the library, and some 13% of all compounds hit somewhere here.

SMILES	FLuc counter	Rab9 prom act	BRCA1 expr act	RORg inh	VP16 counter	p53 reactivator	ELG1 genotoxic	NPC1 prom act	MBNL1 CUG block	uPA surface inh
CCCS(=O)(=O)c1csc(C(=O)OC)c1N	-0.9%	-7.9%	-7.5%	12.8%	0.4%	0.7%	2.9%	-2.6%	-1.9%	0.3%
CCCC(=O)Nc1ccccc1NC(=O)CN(C)S(=O)(=O)c1ccc(C)cc1	1.5%	-5.6%	-0.4%	-6.2%	0.1%	8.8%	-0.9%	-1.8%	-0.1%	4.5%
CNc1nc(C)c(C#N)c(-c2ccccc2)c1C(C)=O	-1.1%	-0.9%	-3.2%	-13.8%	-2.9%	17.8%	?	5.4%	2.0%	-3.2%
CC1(C)CC(=O)C(C(C2=C(O)CC(C)(C)CC2=O)c2ccc(O)c([N+](=O)[O-])c2)=C(O)C1	23.9µM*	0.2%	-2.7%	7.7%	-6.4%	-0.4%	4.2%	-5.4%	4.1%	2.3%
CCNC(=S)N(Cc1ccco1)Cc1cc2cc(OCC)ccc2[nH]c1=O	5.8%	-4.5%	-23.3%	17.8µM*	?	-4.7%	-7.5%	-6.6%	9.5%	?
COc1ccccc1N(C)S(=O)(=O)c1ccc(Cl)c(C(=O)NNC(=O)c2ccccc2O)c1	16.9µM*	-2.0%	-32.9%	-33.6%	?	19.0%	-7.2%	11.2%	?	-11.1%
O=C(NCc1ccccc1Br)c1cccc2c1C(=O)c1ccc(N3CCOCC3)cc1S2(=O)=O	-14.2%	-3.6%	nt	nt	nt	-26.1%	-7.8%	0.9%	nt	nt
CCOC(=O)c1c(NC(=O)CCl)sc(C(=O)N(CC)CC)c1C	4.6%	-3.2%	-92.9%[inhibitor]	20µM*	?	-13.1%	2.5%	1.1%	-3.4%	-6.8%
CCOC(=O)C1CCCN(C(=O)CCNS(=O)(=O)c2cc(Br)cnc2N)C1 (stereo not given)	0.2%	-5.8%	-6.6%	2.8%	1.7%	12.7%	-6.6%	-0.3%	1.7%	0.3%
CC(C)(CNC(=O)c1ccccc1NS(C)(=O)=O)N1CCCCC1	0.9%	-1.9%	0.6%	-15.7%	13.6%	4.1%	1.9%	-23.0%	-8.0%	nt
O=S(=O)(c1cc(Cl)cc(Cl)c1O)N1CCC2(CC1)OCCO2	1.2%	1.9%	-24.9%	-0.2%	-1.4%	-25.4%	-0.6%	0.3%	-2.5%	5.8%
COC(=O)c1nc(NC(=O)C(C)C)n[nH]1	3.8%	1.3%	0.1%	-6.7%	-6.6%	17.3%	0.0%	2.3%	-20.8%	7.4%
COC(=O)C1=CN(c2ccc(F)cc2)C=C(C(=O)OC)C1c1cccc(Br)c1	1.0%	2.2%	0.2%	1.9%	-9.4%	-8.4%	-6.9%	-0.8%	3.6%	6.9%
O=C1c2cccnc2C(Nc2ccccc2)N1Cc1ccco1 (stereo not given)	-14.5%	0.1%	4.8%	13.0%	1.4%	3.3%	6.7%	-3.7%	-7.0%	-3.4%
Cc1nnc(N(Cc2ccccc2)C(=O)c2cnccn2)s1	-2.3%	-5.1%	17.6%	1.5%[10 µM]	-0.7%	-1.3%	-1.7%	-0.8%	-1.3%	3.2%
COCCN1CCN(C(=O)C2CCC(=O)N(CCc3cccc(F)c3)C2)CC1 (stereo not given)	2.2%	-0.1%	-14.1%	18.1%	15.5%	-4.2%	-0.2%	0.6%	-6.0%	-1.7%
CCOc1ccccc1Nc1nnc(SCC(=O)Nc2cc(C)on2)s1	-0.7%	-5.1%	-14.0%	-24.2%	-15.5%	-9.6%	2.1%	0.4%	7.1%	nt
O=c1c2cccc(Cl)c2nc2n1Cc1ccccc1-2	12µM*	2.82µM*	29.1%	36.9%	10.5%	9.6%	?	?	2.0%	-3.1%
CCOC(=O)N/N=C(\CCC(=O)O)c1cccs1	-1.3%	1.8%	24.3%	?	17.4%	5.9%	2.4%	-3.8%	-4.6%	-3.3%
Cc1ccc(S(=O)(=O)N(C)c2ccc(OCc3cccc(C)c3)cc2)cc1	3.4%	-1.6%	-33.0%	7.0%	-16.8%	2.7%	-15.8%	-2.7%	-5.7%	6.4%
COc1ccc(C)cc1NS(=O)(=O)c1ccc2c(c1)NC(=O)C(C)S2 (stereo not given)	3.6%	-0.2%	-32.9%	-0.4%	?	26.9%	-4.7%	-5.6%	-17.6%	-2.6%
Cc1ccc(NC(=O)COC(=O)C2CC2)cc1S(=O)(=O)N1CCOCC1	nt	nt	-20.3%	nt	nt	-1.3%	-0.8%	nt	nt	-5.2%
CC(=O)N1CCN(CC(=O)Nc2ccccc2Sc2ccc(Cl)cc2)CC1	0.3%	-13.9%	-42.4%	?	-14.7%	-0.8%	-0.4%	-1.8%	-4.5%	-2.9%
Cc1ccc(OCc2nc3c4c(ncn3n2)-c2ccccc2CC42CCCC2)cc1	-0.2%	-2.5%	-6.3%	-8.0%	-4.5%	2.2%	-3.3%	-1.0%	?	8.5%
Cc1ccc(S(=O)(=O)CCC(=O)OCC(=O)NCc2ccc(Cl)cc2)cc1	-0.9%	9.9%	-0.4%	19.0%	-2.6%	-4.0%	-2.4%	-0.8%	-3.2%	-6.5%
Cc1cc(C)nc(-n2nc(C)c3c(=O)[nH]c(C(F)(F)F)nc32)n1	1.0%	2.3%	6.6%	-4.1%	6.0%	-18.6%	-0.2%	0.1%	-4.1%	-1.7%
Cn1c(SCc2cccc(Br)c2)nc2c1c(=O)[nH]c(=O)n2C	-1.3%	-1.3%	-17.1%	2.2%[1.91 µM]	4.2%	nt	1.7%	0.0%	2.1%	-4.9%
CCS(=O)(=O)N1CCN(c2cc3c(cc2[N+](=O)[O-])n(C)c(=O)n3C)CC1	3.1%	-7.6%	0.0%	1.0%	5.9%[10 µM]	-4.3%	-12.0%	-2.9%	?	-2.9%
COc1ccc(OCc2nnc(SCc3ccc(C(=O)O)cc3)o2)cc1	-14.0%	-1.4%	0.0%	?	0.9%	-4.1%	6.0%	-5.9%	-4.7%	2.5%
COc1ccccc1CCC(=O)Nc1cc(S(=O)(=O)N2CCCCC2)ccc1N1CCN(C)CC1	5.5%	-1.7%	-16.7%	nt	nt	2.2%	6.1%	0.2%	nt	-6.5%
CC(C)n1ncc2c(C(=O)NCc3ccccc3CN(C)C)cc(C3CC3)nc21	-2.3%	-0.7%	-7.6%	nt	nt	-10.7%	-6.5%	-4.3%	nt	-3.6%
O=C(Nc1ccc([N+](=O)[O-])cc1)c1cn(-c2ccccc2)nc1-c1cc2ccccc2o1	4.0%	-1.8%	-27.5%	20.5%[10 µM]	-2.6%	-4.4%	?	-1.3%	nt	0.6%
C#CCOCCOCCOCCNc1nc(N2CCN(C(=O)CCCCCCCCCCNC(=O)[C@H](CO)n3cc(CCCSC)nn3)CC2)nc(N2CCN(C(=O)CCCCCCCCCCNC(=O)[C@H](CCCCN)n3cc(C[C@@H](C)CC)nn3)CC2)n1	-1.7%	2.9%	nt	nt	nt	-18.8%	-53.5%[inhibitor]	-8.7%	nt	nt
CN(C)S(=O)(=O)c1ccc(C(=O)NCc2ccc3[nH]c4c(c3c2)CCCC4)cc1	2.7%	-7.4%	-4.3%	?	-2.7%	-10.6%	-2.9%	-5.1%	-16.1%	7.0%
CC1CCC(NC(=O)CCC(=O)N2CC(C)Oc3ccccc32)CC1 (stereo not given)	?	?	89.3%	7.0%	?	13.4%	6.3%	?	2.5%	12.2%
COc1ccccc1N(CN1CCCC1=O)C(=O)c1c(F)cccc1F	1.5%	-6.0%	2.1%	-7.9%	2.6%	3.4%	-1.3%	-4.8%	-7.6%	nt
Cc1[nH]c2ccccc2c1C(=O)CN1C(=O)C(=O)N(Cc2ccco2)C1=O	?	-0.1%	11.9%	32.2%	4.8%	5.8%	0.4%	-1.7%	nt	3.4%
O=C(CCNC(=O)c1ccccc1Cl)NNC(=O)c1ccccc1O	-22.1%	1.2%	-81.3%	nt	nt	2.0%	16.6%	-2.0%	nt	3.4%
CCOC(=O)Cc1csc(NC(=O)CSc2nnc(C)n2C)n1	-2.4%	2.8%	0.0%	-19.0%	1.9%	-1.0%	0.9%	-0.7%	-11.1%	5.6%
CCOC(=O)N1CCN(C(=O)c2ccc(NS(=O)(=O)c3ccc4[nH]c(=O)[nH]c4c3)cc2)CC1	-0.9%	1.3%	1.3%	nt	nt	?	0.2%	-1.3%	nt	1.8%
O=C(CN1C(=O)/C(=C/c2ccccc2F)Sc2ccccc21)NCC1CCCO1 (stereo not given)	-12.1%	0.0%	0.0%	-0.9%	-14.7%	1.4%	-8.9%	-2.0%	23.6%	-12.1%
Cc1ccc(S(=O)(=O)Nc2ccc(N=Nc3ccc(O)cc3)cc2)cc1	-11.2%	-3.7%	-20.0%	-7.6%[10 µM]	-6.2%	-4.6%	4.0%	0.8%	nt	3.9%
COC(=O)[C@H](CCSC)NC(=O)Nc1ccc(C)cc1	1.3%	6.5%	14.0%	18.4%	3.1%	-2.7%	-1.2%	-1.5%	2.5%	nt
O=C(Nc1ccc(NC(=O)c2sc3ccccc3c2Cl)cc1)c1ccco1	0.0%	-5.2%	-3.4%	10.7%[10 µM]	?	-1.6%	23.1µM*	-3.3%	nt	2.1%
